FN deposition inh: fibronectin deposition inhibition; AH1F fibroblasts, Alexa488-fibronectin deposition fluorescence, overnight; inhibition, % at 12.6 µM; 350,000 compounds, 0.086% hits;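 active = mean inhibition across replicates of 30% or more, regardless of how many single replicates reach that level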;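 note: positive control wells lacked labelled fibronectin entirely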
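Material: AH1F fibroblast monolayer depositing Alexa488-labelled fibronectin into matrix / Amount: 10000 AH1F cells per well / Signal: fluorescence 485/525 nm / Medium: DMEM, 2% serum / Compound: single dose, pinned / Incubation: 1 h cell adhesion before compound, then overnight fibronectin incubation / Reagent: Alexa488-FN, 24 nM final / Read-out: inhibition of fibronectin deposition signal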
miR-122 sensor: blocks miR-122 activity in Huh7 sensor cells; AID 602342; Huh7 miR-122 Renilla luciferase sensor, 48 h; neutral wells = 0, positive control = 100; 340,000 compounds, 0.3% hits; activation (reporter increase), % at 12.5 µM;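 active = mean replicate activation score at least 90 and every replicate individually at or above 90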;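 note: higher luciferase means less miR-122 activity so hits act as miR-122 inhibitors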
* = called active by the depositor.

no.	SMILES	FN deposition inh	miR-122 sensor
1	COc1ccccc1N1CCN(c2ccc(-c3ccccc3)nn2)CC1	7	17
2	O=C(CC1SCCNC1=O)Nc1cccc(C(F)(F)F)c1 (configuration not stated)	-9	-2
3	CC(C)(CNC(=O)c1cccs1)CNC(=O)c1cccs1	-7	-7
4	CCOC(=O)c1ccc(NC(=O)CCc2nc(-c3ccccc3Cl)no2)cc1	-1	-3
5	COC(=O)c1ccccc1NC(=O)c1sc(=S)n(C)c1N	-2	6
6	CS(=O)(=O)N(CC(=O)N1CCN(c2ccccc2)CC1)C1CCCCC1	-3	3
7	CCc1cc(OCCN2C(=O)NC(C)(C)C2=O)ccc1Cl	1	-1
8	CCOC(=O)Nc1ccc2c(c1)N(C(=O)N1CCN(C)CC1)c1ccccc1S2	8	23
9	COc1ccc2c(C)cc(SCC(=O)c3ccc4c(c3)OCO4)nc2c1	10	16
10	CC(=O)C(C)Oc1ccc2c3c(c(=O)oc2c1)CCCC3 (configuration not stated)	-6	1
11	O=C(N/N=C/C=C/c1ccc([N+](=O)[O-])cc1)c1cccs1	-28	12
12	Cc1ccc(CNC(=O)CCOc2ccc(C(C)(C)C)cc2)cc1	-5	-1
13	CC1(C)Cc2nc(NCCN3CCOCC3)c(C#N)cc2CO1	3	-3
14	O=C(c1cc(Cl)c(=O)n(Cc2ccccc2)c1)N1CCOCC1	2	1
15	CCOC(=O)[C@H]1O[C@@H]1C(=O)N[C@@H](CC(C)C)C(=O)NCCC(C)C	-19	3
16	CC(C)OC(=O)NC(C)(C)COC(=O)Nc1cccc(Cl)c1	-3	3
17	CCOC(=O)c1nn(-c2ccc(C)c(C)c2)cc1O	-5	1
18	Cc1ccc(C(C(=O)NC2CCCCC2)N(Cc2ccco2)C(=O)Cc2c[nH]c3ccccc23)o1 (configuration not stated)	-3	48
19	CCCC(C)C(=O)Nc1nnc(C)s1 (configuration not stated)	-4	4
20	Cc1occc1C(=O)N1CCN(C(c2ccccc2)c2ccccc2)CC1	14	11
21	CC(=O)N(Cc1ccccc1)c1ncc2c(n1)c(=O)c(C#N)c1ccccn12	-1	-7
22	COc1ccccc1/C=C\C=N\n1c(C2CCCCC2)n[nH]c1=S	-4	28
23	COc1cc(OC)cc(-c2nnc(SCC(=O)N(Cc3ccccc3)C(C)(C)C)o2)c1	-13	-5
24	COc1cccc(-c2nnc3n2N=C(c2cccc(Br)c2)CS3)c1	5	-8
25	OC(COCC1CC=CCC1)Cn1cnc2ccccc21 (configuration not stated)	18	-2
26	Cc1c(OCc2nn[nH]n2)ccc2c3c(c(=O)oc12)CCCC3	6	-7
27	CCOC(=O)N1CCN(CC(=O)N2c3ccccc3CC2C)CC1 (configuration not stated)	-4	-1
28	O=C(Nc1cccc(NC(=O)c2ccc(-c3ccc(Br)cc3)o2)c1)c1ccco1	-14	11
29	CC1CCN(C(=S)c2ccc(O)cc2)CC1	-4	248*
30	CCc1ccc(/C=N/NC(=O)c2cc(C3CC3)nc3ccc(Br)cc23)s1	18	4
31	Cc1ccc(-c2nnn(CC(=O)N(c3ccccc3F)C(C(=O)NCC3CCCO3)c3c[nH]c4ccccc34)n2)cc1 (configuration not stated)	2	83
32	COc1ccc(-c2nc3ccncc3[nH]2)cc1OC	30*	-8
33	O=C(CN1CCN(S(=O)(=O)c2ccccc2)CC1)NC(=O)NC1CCCCC1	-5	-5
34	CCCCOC(=O)NC(NCC(O)c1ccccc1)(C(F)(F)F)C(F)(F)F (configuration not stated)	-7	-5
35	c1ccc(CSc2nnc(-c3ccncc3)o2)cc1	18	7
36	Cc1nc2nc(-c3ccccc3)cc(=O)n2[nH]1	-4	-15

Sorted by SMILES length (highest first): five of the compounds above.
no.	SMILES	FN deposition inh	miR-122 sensor
31	Cc1ccc(-c2nnn(CC(=O)N(c3ccccc3F)C(C(=O)NCC3CCCO3)c3c[nH]c4ccccc34)n2)cc1 (configuration not stated)	2	83
26	Cc1c(OCc2nn[nH]n2)ccc2c3c(c(=O)oc12)CCCC3	6	-7
36	Cc1nc2nc(-c3ccccc3)cc(=O)n2[nH]1	-4	-15
32	COc1ccc(-c2nc3ccncc3[nH]2)cc1OC	30*	-8
25	OC(COCC1CC=CCC1)Cn1cnc2ccccc21 (configuration not stated)	18	-2

(more compounds)
no.	SMILES	FN deposition inh	miR-122 sensor
37	Cc1ccc(OCCNC(=O)c2cc(-n3cnnc3)ccc2Cl)cc1C	-1	-1
38	Cc1ccc(C(=O)NC2CCN(C(=O)NC3CCCCC3)CC2)cc1	2	-4
39	Cc1cc(S(=O)(=O)N2CCC(NC(=O)C34CC5CC(CC(C5)C3)C4)CC2)ccc1-n1cnnn1	1	12
40	COc1ccc2c(c1)c(=O)oc1cc(OCC(=O)NC3CCCCC3)ccc12	-10	-3
41	Cc1ccccc1OCc1nnc(SCC(=O)Nc2ccc(N3CCOCC3)c(Cl)c2)n1C	-2	-3
42	CCN1CCN(CCCCOc2ccccc2F)CC1	10	7
43	CC(C)N(C(=O)CSc1nnc(CN2CCCCCC2=O)n1-c1ccccn1)C(C)C	5	6
44	CC(C)Cn1c(N)c(C(=O)COC(=O)C2CCCCC2)c(=O)n(C)c1=O	4	-7
45	Cc1cccc(CCNC(=O)CCc2c(C)nc3ncnn3c2C)c1	3	-2
46	Cc1cc(-c2sccc2C)nc(-n2cccc2)n1	3	6
47	Cc1nc(Cl)sc1C(=O)O	20	1
48	Cc1[nH]nc2c1C(c1ccccc1)C1=C(CC(C)(C)CC1=O)N2 (configuration not stated)	11	-7
49	CN(C)c1ccc(NC(=O)c2cc3c(=O)n4ccccc4nc3n2C)cc1	-33	-6
50	COCCn1c(SCc2ccc(C(=O)OC)o2)nc2cc(Cl)ccc2c1=O	11	-6
51	CC#CCN(CC#CC)S(=O)(=O)c1ccc(-n2cnnn2)c(OC)c1	7	7
52	CCCC(=O)Nc1ccccc1NC(=O)c1cc(OC)c(OC)c(OC)c1	-5	-8
53	CCc1nnc(NC(=O)C2CCN(C(=O)NC3CCCCC3)CC2)s1	0	5
54	CC(C)=CCC/C(C)=C/C=N/NC(=O)c1ccccc1[N+](=O)[O-]	0	-2
55	COc1cccc2c(=O)c(C/C=C(/C)Cl)c(C)[nH]c12	3	4
56	Cc1ccc2cc3cc(C(=O)N4CCCCC4C)oc3nc2c1 (configuration not stated)	-7	7
57	CC1(C)CC(n2c(NCCO)nc3c(c2=O)C2(CCCC2)Cc2ccccc2-3)CCO1 (configuration not stated)	3	1
58	C=C(C)CSc1nnc(-c2ccc(OC)c(OC)c2)n1N	8	-2
59	O=C1c2ccccc2S(=O)(=O)N1CCOc1ccc(F)cc1	-39	3
60	COC(=O)Nc1ccc(S(=O)(=O)N2CCN(CCN3C(=O)C4C5C=CC(C5)C4C3=O)CC2)cc1 (configuration not stated)	17	3

Compound profiles, as listed above. Values in the order: FN deposition inh	miR-122 sensor
COc1cccc(-c2nnc3n2N=C(c2cccc(Br)c2)CS3)c1 as listed: 5	-8
CCOC(=O)Nc1ccc2c(c1)N(C(=O)N1CCN(C)CC1)c1ccccc1S2 as listed: 8	23
COCCn1c(SCc2ccc(C(=O)OC)o2)nc2cc(Cl)ccc2c1=O as listed: 11	-6
O=C(N/N=C/C=C/c1ccc([N+](=O)[O-])cc1)c1cccs1 as listed: -28	12

A second format for some results above.
57) CC1(C)CC(n2c(NCCO)nc3c(c2=O)C2(CCCC2)Cc2ccccc2-3)CCO1 (configuration not stated)
  FN deposition inh = 3 | miR-122 sensor = 1

58) C=C(C)CSc1nnc(-c2ccc(OC)c(OC)c2)n1N
  FN deposition inh = 8 | miR-122 sensor = -2

59) O=C1c2ccccc2S(=O)(=O)N1CCOc1ccc(F)cc1
  FN deposition inh = -39 | miR-122 sensor = 3

The results go on.
no.	SMILES	FN deposition inh	miR-122 sensor
61	Cc1cc(C)n(-c2nc3nonc3nc2Nc2cccc(C)c2C)n1	-3	-3
62	CNc1sc(C(=O)c2ccc(F)cc2)c(N)c1-c1nc2ccccc2s1	1	0
63	CCN(CC(=O)Nc1cccc(OC)c1)C(=O)c1ccc(C)s1	2	-2
64	CC(C)CC(NC(=O)OC(C)(C)C)C(=O)NC(C(=O)NC(C)C(N)=O)C(C)C (configuration not stated)	-2	-3
65	O=C(NCc1cccnc1)c1ccc(=O)oc1	2	-7
66	O=C(O)Cn1cc(C(=O)c2ccco2)c2ccccc21	-12	-4
67	Cc1ccc(S(=O)(=O)c2c(N)n(CCC(C)C)c3nc4ccccc4nc23)cc1	-1	55
68	CN(C)c1cc(NC(=O)CN2CCOCC2)c2ccccc2n1	-3	-1
69	Fc1ccccc1CNc1ccc(Cl)c(Cl)c1	5	-3
70	COc1cc(CNC(C)(C)CO)ccc1OCC(=O)Nc1ccc(Br)cc1	7	2
71	Cn1c(C(O)c2ccccc2)nc(Cl)c1Cl (configuration not stated)	-10	5
72	CN(C)c1nc(Nc2ccccc2)nc(N(C)C)n1	-18	3
73	Cc1ccc(Oc2ccc3c(c2)C(=O)N(c2cccc4cccnc24)C3=O)cc1	2	-3
74	CCOC(=O)C1(S(=O)(=O)c2ccccc2)CCN(Cc2ccccc2)CC1	3	8
75	O=S(Cc1ccc(Cl)cc1)CC(O)(c1ccccc1)c1ccccc1 (configuration not stated)	-1	147*
76	COc1ccc(-c2nnc(-c3cc4ccccc4oc3=O)o2)cc1	-3	6
77	Cc1ccc2cc(C(c3nnnn3CC3CCCO3)N3CCc4ccccc4C3)c(=O)[nH]c2c1 (configuration not stated)	-5	19
78	O=C(NCCO)c1cccc(S(=O)(=O)N2CCCCC2)c1	15	0
79	Cc1ccccc1NC1=NC(=S)N(c2ccccc2)C12CCOC(C)(C)C2 (configuration not stated)	13	6
80	C=CCn1c(SCc2c(F)cccc2Cl)nnc1-c1ccco1	3	11
81	C(=C\c1ccccc1)/C=N/n1cnnc1	3	-1
82	CCOC(=O)C(Cc1ccccc1)NC(=O)Cn1nnc(-c2ccccc2)n1 (configuration not stated)	6	9
83	O=C(Nc1ccc(Cl)cc1)Nc1ccc(N2CCOCC2)cc1	-5	9
84	CCOC(=O)CSc1nnc(NCC(=O)OC)c(=O)[nH]1	10	-7
85	COc1cccc(NC(=O)NCCCSC2CCCCC2)c1	15	21
86	O=C(NCc1ccccn1)Nc1ccc2c(c1)OCO2	5	-1
87	O=c1c2ccccc2nnn1CSc1nc2sc3c(c2c(=O)n1CC1CCCO1)CCC3 (configuration not stated)	-1	4
88	Cc1cc(=O)[nH]c2cc(Cl)ccc12	-7	-4
89	COc1ccnc(CSC(N)=Nc2ccc(F)cc2)c1	0	-3
90	O=C(COc1ccccc1O)Nc1ccccc1Cl	-2	1
91	CCOc1ccc(NC(=O)CSc2nnc(C)n2CCCOC)cc1	1	2
92	COc1ccc(/C=N/NC(=O)c2csc(-n3nc(C)cc3C(F)(F)F)n2)cc1	-1	10
93	CCSc1nnc(NC(=O)C(C(F)(F)F)C(F)(F)F)s1	2	-4
94	O=C(CCCCCn1c(=S)[nH]c2ccc(Br)cc2c1=O)NCC1CCCO1 (configuration not stated)	-19	-14
95	O=S(=O)(c1ccc(Sc2nnc3ccccn23)nc1)N1CCOCC1	4	-2
96	CCOC(=O)CSc1nc(NC#N)nc(N(CC)CC)n1	9	-7

As entered above.
Value for COc1ccnc(CSC(N)=Nc2ccc(F)cc2)c1 in FN deposition inh: 0
Value for O=C(CCCCCn1c(=S)[nH]c2ccc(Br)cc2c1=O)NCC1CCCO1 (configuration not stated) in miR-122 sensor: -14
Value for CCOc1ccc(NC(=O)CSc2nnc(C)n2CCCOC)cc1 in FN deposition inh: 1
Value for O=C(COc1ccccc1O)Nc1ccccc1Cl in miR-122 sensor: 1

Continuation.
no.	SMILES	FN deposition inh	miR-122 sensor
97	CCOC(=O)COC(=O)c1ccc(O)cc1	4	3
98	Cc1ccc(S(=O)(=O)NC(=O)c2cccn2C)cc1	-3	-9
99	Cc1cc(=O)[nH]c(SCn2nnc3ccccc3c2=O)n1	-7	3
100	Cc1nonc1OC(C)CNc1ccc([N+](=O)[O-])cc1 (configuration not stated)	-6	-3
101	Cc1cc2c(=O)n(C)c(SCC(=O)c3cc4ccccc4o3)nc2s1	13	1
102	CCC1CCCCN1C1Sc2ccc(C(=O)OC)cc2NC1=O (configuration not stated)	10	-13
103	COc1ccc(N=Cc2c(O)[nH]c3ccccc23)cc1OC	1	-27
104	CCOC(=O)N1CCN(c2c(NCCCN(CC)c3cccc(C)c3)c(=O)c2=O)CC1	-1	-3
105	CCOC(=O)C1=C(C)N(c2ccccc2)C(=O)C1	2	-3
106	O=C(NCCc1ccco1)c1nn(Cc2ccccc2)c(=O)c2ccccc12	-3	-5
107	O=C1C2C3C=CC(C3)C2C(=O)N1CCCO (configuration not stated)	14	-2
108	CCn1c(=O)n(CC)c2cc(S(N)(=O)=O)c(C)cc21	-6	2
109	C=CCNC(=O)COc1ccc(Br)cc1Cl	-6	-17
110	COc1ccc(C(C(=O)NCc2ccccc2)N(Cc2cccs2)C(=O)c2cnccn2)cc1 (configuration not stated)	13	58
111	CCc1nnc(NC(=O)C2CCN(c3nc(C)cc(C)n3)CC2)s1	-8	-4
112	O=C(CSC1=NCCS1)Nc1nc(-c2ccccc2)cs1	-18	15
113	CCOC(=O)Cn1c(=O)cnc2ccccc21	5	-7
114	CN(C(=O)c1cccc(C#N)c1)c1nnc(C2CCCO2)s1 (configuration not stated)	5	-1
115	CC1CN(C(=O)C(c2ccccc2)c2ccccc2)CC(C)O1 (configuration not stated)	3	-9
116	CON1C(=O)C(=O)N(OC)C(C)(C)C1C (configuration not stated)	3	-5
117	CC1=C(C#N)C(NC(=O)C(C)(C)C)(C(F)(F)F)C(=O)N1 (configuration not stated)	8	-2
118	COC(=O)c1ccccc1NC(=O)C1CCN(S(=O)(=O)c2cc(OC)ccc2OC)CC1	-7	3

An excerpt (hit frequency here may not be typical).
